Screening results from PubChem BioAssay.
DT40 TDP1 no CPT: qHTS for Inhibitors of human tyrosyl-DNA phosphodiesterase 1 (TDP1): qHTS in cells in absence of CPT. DT40 Tdp1-/- hTDP1 cells, no CPT, ATP luminescence, 48 h. Potency, µM (highest dose often 46.2 µM), for the others: at the highest dose activity change, negative = growth inhibition, actives largely listed as inhibitors. hit rate 15% among 420,000; note: nearly all actives have a fitted effect of over 55% in size
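Growth of hTDP1-complemented DT40 Tdp1-knockout cells is measured by ATP luminescence after at least 48 hr compound exposure at 37 °C, with DMSO substituting for the 20 nM CPT used in the parallel screen.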
N370S GC mod: N370S glucocerebrosidase modulation, Gaucher chaperone candidate. Potency, µM (highest dose often 59.4 µM), for inactives: at the highest dose activity change, negative = inhibition, actives largely listed as inhibitors. N370S GC spleen homogenate, 4MU-glucoside fluorescence. hit rate 0.092% among 330,000. P04062;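 note: 0% = full enzyme activity and -100% = no enzyme basal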
TDP1 inh: blocks human tyrosyl-DNA phosphodiesterase 1; Q9NUW8; hit rate 0.28% among 350,000; recombinant TDP1, AlphaScreen DNA substrate cleavage; Potency, µM (titrated, usually from 130 µM), without a hit: at the highest dose activity change, negative = inhibition, hits mostly inhibitors; note: nearly all actives have a fitted effect of over 40% in size
Target sequence (Q9NUW8 whole entry, looked up): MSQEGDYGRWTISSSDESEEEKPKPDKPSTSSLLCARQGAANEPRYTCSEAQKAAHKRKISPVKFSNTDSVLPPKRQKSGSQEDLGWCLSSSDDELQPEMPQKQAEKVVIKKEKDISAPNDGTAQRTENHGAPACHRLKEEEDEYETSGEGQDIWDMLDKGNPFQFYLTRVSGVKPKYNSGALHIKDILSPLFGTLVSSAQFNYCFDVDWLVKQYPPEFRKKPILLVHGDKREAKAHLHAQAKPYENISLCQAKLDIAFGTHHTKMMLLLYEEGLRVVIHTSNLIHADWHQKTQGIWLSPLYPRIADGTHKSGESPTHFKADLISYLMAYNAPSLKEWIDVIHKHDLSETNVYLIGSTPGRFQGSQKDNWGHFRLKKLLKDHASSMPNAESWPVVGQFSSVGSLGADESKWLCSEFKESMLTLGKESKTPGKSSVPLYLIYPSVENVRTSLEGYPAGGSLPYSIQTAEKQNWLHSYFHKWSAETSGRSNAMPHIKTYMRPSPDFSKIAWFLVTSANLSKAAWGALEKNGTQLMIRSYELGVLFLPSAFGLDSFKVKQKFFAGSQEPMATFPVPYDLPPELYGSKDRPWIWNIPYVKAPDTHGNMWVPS
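Recombinant E. coli-expressed Tdp1 (1 nM) preincubated with compound 15 min at RT, then 5'-biotin/3'-phosphotyrosine-FITC DNA substrate (15 nM) added for 5 min. AlphaScreen beads (10 ug/ml) added, 10 min RT; tyrosine-FITC cleavage read as signal loss.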
An asterisk follows results filed as active; ? = inconclusive; nt = no result given; [ ] = remark or other dose. Calls come from the whole dose curve; as a rule, active = well fitted curve in the direction sought with a large enough effect; inconclusive = small, poorly fitted or top-dose-only effect, or another doubt; inactive = no such curve, though single readings can be large; an effect the other way counts as inactive or inconclusive. Unless noted, % is set by controls: 0 for no effect and ±100 for the full control effect; potency is the fitted concentration of half-maximal effect. Not all compounds are listed; count on the stated rates, not on these rows.

SMILES	DT40 TDP1 no CPT	N370S GC mod	TDP1 inh
COc1ccc(OC)c2nc(-c3cccnc3)ccc12	?	-6%	nt
COC(=O)C(C(=O)OC)[C@@H](NC=O)c1ccccc1	nt	?	5%
COc1ccc(C2Nc3ccc4ccccc4c3-c3c2c(=O)oc2ccccc32)cc1 (stereo not given)	nt	14%	-3%
CC(=O)c1ccc(-c2ccc(C(=O)N3CCC(C(N)=O)CC3)o2)cc1	-3%	4%	nt
COCc1cc(C)nc(Nc2ccc(C)c(C)c2)c1C#N	2%	-6%	3%
Nc1nc(NCc2ccccc2)nc(NCCO)c1[N+](=O)[O-]	?	-2%	nt
CCOc1ccc(CCNc2nc3ccc(C)cc3n3cnnc23)cc1OCC	16µM*	6%	nt
CCOC(=O)C1CCN(Cc2ccc(F)cc2)CC1	0%	-6%	3%[56.1 µM]
CCc1cccc(CC)c1NC(=O)CCS(=O)(=O)c1ccc(Br)cc1	?	nt	-1%
C/C(=N/OCO/N=C(\C)c1ccccc1)c1ccccc1	-18%	2%	3%

Next part; the last 2 above are carried over.
SMILES	DT40 TDP1 no CPT	N370S GC mod	TDP1 inh
CCc1cccc(CC)c1NC(=O)CCS(=O)(=O)c1ccc(Br)cc1	?	nt	-1%
C/C(=N/OCO/N=C(\C)c1ccccc1)c1ccccc1	-18%	2%	3%
N/C(=N\OC(=O)Cc1ccc([N+](=O)[O-])cc1)c1cccc(Br)c1	2%	9%	3%
O=C(CCN1C(=O)/C(=C/c2ccc(Cl)cc2)SC1=S)NC1C=CS(=O)(=O)C1 (stereo not given)	?	-3%	?
O=C(N[C@@H]1c2ccccc2CC[C@@H]1OCc1ccccc1)c1ccc(-c2ccccc2)cc1	-16%	nt	0%[56.1 µM]
O=C(Nc1ccccc1)c1ccccc1CCc1ccccc1	-27%	8%	6%
O=C(c1cnccn1)N1CCC2(CC1)CN(c1ccncc1)C2	-11%	10%	nt
COC(=O)c1ccc(CSc2nnc(NC(=O)C3CCCO3)s2)cc1 (stereo not given)	-28%	12%	6%
Cc1ccc(OC(C)C(=O)Nc2ccccc2C(=O)N2CCOCC2)cc1 (stereo not given)	10%	-4%	3%
CCCCCCc1nnc(NC(=O)c2ccco2)s1	-1%	5%	nt
C/C(=C\C(=O)c1ccccc1)Nc1ccc(N2CCOCC2)cc1	?	3%	8%
C(=N\Nc1nc2ccccc2[nH]1)/c1ccc2c(c1)OCO2	?	-4%	8%

Among those listed so far, 4 contain sulfur:
SMILES	DT40 TDP1 no CPT	N370S GC mod	TDP1 inh
CCc1cccc(CC)c1NC(=O)CCS(=O)(=O)c1ccc(Br)cc1	?	nt	-1%
O=C(CCN1C(=O)/C(=C/c2ccc(Cl)cc2)SC1=S)NC1C=CS(=O)(=O)C1 (stereo not given)	?	-3%	?
COC(=O)c1ccc(CSc2nnc(NC(=O)C3CCCO3)s2)cc1 (stereo not given)	-28%	12%	6%
CCCCCCc1nnc(NC(=O)c2ccco2)s1	-1%	5%	nt

(further entries)
SMILES	DT40 TDP1 no CPT	N370S GC mod	TDP1 inh
O=C1CCC(=O)N1CCC(c1ccc(F)cc1)c1ccco1 (stereo not given)	-19%	0%	0%
O=[N+]([O-])c1cc(CN2CCN(c3ccccc3)CC2)c(O)c2ncccc12	4.1µM*	-2%	11%
CCOc1ccc(C(=O)NC2=NCCS2)cc1	nt	11%	5%
O=C(c1cnn(-c2ccccc2)c1)c1cc(Br)ccc1O	?	nt	0%
Cc1onc(-c2c(F)cccc2Cl)c1C(O)c1ccc(F)cc1 (stereo not given)	?	-1%	-4%
CCN(CC(=O)Nc1ccc(NC(C)=O)cc1)C(=O)C12CC3CC(CC(Cl)(C3)C1)C2	1%	-4%	2%
CCOC(=O)C(NC(C)=O)C(=O)Nc1ccc(C(C)(C)C)cc1 (stereo not given)	2%	6%	8%
CCOc1cc(N2CCOCC2)c(OCC)cc1NC(=O)COC(=O)CCOc1ccc(C)cc1	?	2%	7%
Clc1nc(Nc2ccc(N3CCOCC3)cc2)c2ccccc2n1	?	29%	-2%
CCc1ccc(CN(C)C(=O)c2cc(COc3cc(C)c(Cl)c(C)c3)on2)nc1	?	-3%	-4%

2 neighbouring entries from above:
SMILES	DT40 TDP1 no CPT	N370S GC mod	TDP1 inh
O=C1CCC(=O)N1CCC(c1ccc(F)cc1)c1ccco1 (stereo not given)	-19%	0%	0%
O=[N+]([O-])c1cc(CN2CCN(c3ccccc3)CC2)c(O)c2ncccc12	4.1µM*	-2%	11%

The results go on.
SMILES	DT40 TDP1 no CPT	N370S GC mod	TDP1 inh
CC(C)c1ccc(NC(=O)CSc2ncccc2C(=O)Oc2cccc([N+](=O)[O-])c2)cc1	?	8%	-3%
COC(=O)C1=NNCC12CC(=O)N(c1ccc(Br)cc1)C2=O (stereo not given)	-19%	?	5%
CCOc1ccccc1NC(=O)[C@@H](NC(=O)c1cccc(S(=O)(=O)N2CCOCC2)c1)C(C)C	-10%	-10%	-1%
Cc1onc(-c2c(F)cccc2Cl)c1C(=O)Nc1cccc(Cn2cccn2)c1	-24%	1%	7%
O=C(c1ccccc1Cl)N1c2ncnn2C2(CCCCC2)[C@@H]2CCCC[C@@H]21	?	nt	-2%
CC(C)(C)NC(=O)COc1ccc(CNCc2ccccn2)cc1	-21%	-17%	-2%
COc1ccc(NC(=O)CSc2nnc(NC(=O)Nc3ccccc3)s2)c(OC)c1	-7%	nt	3%
CC(C)C[C@@H](CC(=O)N[C@@H](CCC(=O)O)CC(=O)O)NC(=O)[C@@H]1CCCC[C@H]1NC(=O)C[C@@H](NC(=O)C[C@H](Cc1c[nH]c2ccccc12)NC(=O)[C@@H]1CNCC[C@H]1N)C(C)C	nt	0%	11%
CCN(Cc1ccccc1)C(c1cc2cc(C)cc(C)c2[nH]c1=O)c1nnnn1CCOC (stereo not given)	?	3%	0%
COc1ccccc1OCC(=O)NNC(=O)C1CCN(c2ncnc3sc(C)c(C)c23)CC1	13µM*	nt	0%
COc1ccc(N/N=C(\C#N)C(N)=O)cc1	-1%	-8%	6%
CCOc1ccc(NC(=O)c2ccc(CN3C(=O)C(C)=C(c4ccc(C)cc4)S3(=O)=O)cc2)cc1	?	nt	6%
Cc1ccc(CN(CC(=O)NC(C)(C)C)C(=O)CNC(=O)c2cccs2)cc1	-16%	-4%	-3%
CC(=O)Nc1ccc(Sc2ccccc2C(=O)N2CCCC2)cn1	-19%	6%	3%
Cc1ccccc1NC(=O)Cn1c(=O)n(CC2CCCO2)c(=O)c2ccccc21 (stereo not given)	-20%	18%	-8%
COc1cc(CC(=O)OCC(=O)N2CCN(C(=O)c3ccco3)CC2)cc(OC)c1OC	8%	nt	-1%
CC(C)c1nnc(NC(=O)CN2C(=O)c3ccccc3C2=O)s1	12%	9%	3%
O=C(CN1CCN(S(=O)(=O)c2ccccc2F)CC1)N1CCc2ccccc2C1	?	nt	5%
CCOc1ccc(C(=O)NCCc2csc(-c3ccc(C(F)(F)F)cc3)n2)cc1OCC	15µM*	nt	-1%
COc1cc(-c2nnc(COC(=O)C3c4ccccc4Oc4ccccc43)o2)cc(OC)c1OC	?	3%	4%
CCC(C)(C)NC(=O)C(OC(=O)c1ccco1)c1ccccc1OC (stereo not given)	-11%	17%	-4%
CCOC(=O)c1ccc(N2C(=O)CC(N3CCN(C(=O)c4ccccc4)CC3)C2=O)cc1 (stereo not given)	19%	-6%	0%
CCCCc1ccc(NC(=O)CSc2nc(=O)n(CCN3CCOCC3)c3c2CCC3)cc1	-22%	-3%	-6%[0.505 µM]
Cc1ccc(C2=[N+]([O-])C(C)(C)N(O)C2(C)C)cc1	-18%	4%	-3%
O=C(N/N=C\c1c(O)ccc2ccccc12)c1ccc(Cn2cccn2)o1	5.8µM*	0%	6%
CC1=Nc2ccc(C)cc2/C1=C/c1c(N)n2nc(CC(=O)N3CCOCC3)sc2nc1=O	-3%	9%	4%
Cc1ccc(NS(=O)(=O)c2ccc3c(c2)oc(=O)n3C)cc1	?	-8%	nt
COCCn1c(=O)c(-c2ccc(F)cc2)nc2cncnc21	-16%	-2%	nt
COc1ccc(CC(=O)NCc2ccc3c(c2)CCN3C(C)=O)cc1	-23%	nt	1%
O=C(O)c1cccc(S(=O)(=O)Nc2ccc(O)c(Sc3nc4ccccc4s3)c2)c1	0%	?	-8%

One compound at a time, as listed above.
Shown for CCCCc1ccc(NC(=O)CSc2nc(=O)n(CCN3CCOCC3)c3c2CCC3)cc1 : DT40 TDP1 no CPT: -22%; N370S GC mod: -3%; TDP1 inh: -6%[0.505 µM]
Shown for Cc1ccc(C2=[N+]([O-])C(C)(C)N(O)C2(C)C)cc1 : DT40 TDP1 no CPT: -18%; N370S GC mod: 4%; TDP1 inh: -3%

Other compounds follow:
SMILES	DT40 TDP1 no CPT	N370S GC mod	TDP1 inh
COc1ccc(OC)c(CC(NC(C)=O)C(=O)NC2CCN(c3nnnn3-c3ccccc3)CC2)c1 (stereo not given)	9%	-2%	6%
C=CCn1c(CSCc2ccc(Cl)cc2Cl)nnc1SCC(=O)Nc1ccc(C(=O)O)cc1	-22%	-1%	3%
O=C(NCCCN1CCCC1=O)C(=O)NCC1OCCN1S(=O)(=O)c1ccc(Cl)cc1 (stereo not given)	-3%	4%	1%
O=C(Nn1cnnc1)c1csc2ccccc12	-8%	3%	1%
O=C(O)COc1cccc(NC(=O)c2ccccc2)c1	-15%	6%	0%
COc1ccc(CCNC2=CC(=O)N(c3ccc(F)cc3)C2=O)cc1	-4%	-6%	5%
Cc1ccccc1OCCn1cc(C(=O)O)c2ccccc21	12%	16%	6%
O=C(NCC(=O)N(c1ccc(F)cc1)C(C(=O)NC1CCCC1)c1ccncc1)c1ccco1 (stereo not given)	0%	1%	9%[0.0935 µM]
Cc1ccc(C2CC(=O)Oc3ccc(C(C)(C)C)cc32)cc1 (stereo not given)	nt	2%[89.1 µM]	-2%
Cc1cccc(CNC(=O)CC2C(=O)NCCN2C2CCCC2)c1 (stereo not given)	-7%	3%	4%[56.1 µM]
CCC(C)C(NC(N)=O)C(=O)Nc1ccc(S(=O)(=O)Nc2ccc(OC)cc2)cc1 (stereo not given)	12%	1%	8%
CCCC(C)NS(=O)(=O)c1ccc(OC)c(C)c1 (stereo not given)	17%	1%	7%
CCOC(=O)C(Sc1ncnc2c1sc1nc(N3CCOCC3)c3c(c12)CCCC3)c1ccccc1 (stereo not given)	nt	5%	0%
CCOc1ccc(S(=O)(=O)Nc2ccc(C(=O)NCC(C)(C)N3CCOCC3)cc2)cc1	-16%	-8%	5%
Cc1cc2c(cc1C)NC(CC(=O)NCc1ccccc1)C(=O)N2 (stereo not given)	-23%	19%	2%
COc1ccc(N2CCN(CNC(=O)c3ccccc3)CC2)cc1	17%	0%	2%
COc1ccc(NC(=O)CSc2nnc(C)n2N)cc1S(=O)(=O)N1CCCCC1	12%	nt	1%
CC(C)n1cc(CN2CCN(CCc3ccccc3)C(CCO)C2)cn1 (stereo not given)	-10%	-18%	-2%
COc1ccc(NC(=O)C2Cc3ccccc3O/C2=N\O)cc1 (stereo not given)	4%	-7%	nt
O=C(Nc1cccc(C(=O)O)c1)/C(=C\c1ccc2c(c1)OCO2)NC(=O)c1ccccc1Cl	-6%	-10%	2%
O=c1c(-c2cc(F)cc(F)c2)nc2cncnc2n1Cc1ccccc1Cl	-9%	22%	nt
Clc1ccc(Oc2ccccc2)c2ncccc12	16%	-2%	nt
CCN(CC)c1ccc(C(=O)OCC(=O)Nc2sccc2C#N)cc1	-14%	9%	0%
O=C(c1cc(NC(=O)C23CC4CC(CC(C4)C2)C3)cc(NC(=O)C23CC4CC(CC(C4)C2)C3)c1)N1CCCCC1	?	3%	0%
CC(C)Cc1cc(C(=O)N(C)C2CCCN(Cc3ccccc3F)C2)n(C)n1 (stereo not given)	?	5%	-1%
Cc1ccccc1NC(=O)c1cc(S(=O)(=O)N2CCCCC2)cs1	-14%	-9%[12.8 µM]	-10%
CC(Oc1ccccc1)C(=O)N1CCN(C(=O)C(C)Oc2ccccc2)CC1 (stereo not given)	3%	-11%	2%
Cn1nc(C(F)(F)F)c(-c2cccc(C(F)(F)F)c2)c1NC(=O)c1cccnc1	?	-6%	1%
O=C(NC1CCN(Cc2ccccc2)CC1)c1ccc(S(=O)(=O)NCc2ccco2)cc1	?	-1%	0%
COc1ccc(C)cc1S(=O)(=O)NC1CCCCC1C (stereo not given)	-26%	7%	-5%
O=C(COC(=O)c1cc(Cl)ccc1O)Nc1ccc2c(c1)OCCO2	?	nt	1%
Cc1ccc(NC(=O)COC(=O)C2(C)CC2(Cl)Cl)cc1S(=O)(=O)N1CCOCC1 (stereo not given)	23µM*	-3%	1%
CC(=O)c1cccc(S(=O)(=O)NCCC(=O)Nc2ccc(S(N)(=O)=O)cc2)c1	5%	-1%	0%
CCOC(=O)N1CCN(CC(O)COc2c(OC)cccc2OC)CC1 (stereo not given)	5%	5%	6%
CCOCCCNc1nc2ccccc2[nH]1	-29%	-1%	-4%
CC(C)(C)c1ccc(OCCCC(=O)Nc2ccc(S(N)(=O)=O)cc2)cc1	-4%	0%	5%
